A350 autofl: compound fluoresces in the Alexa 350 spectral region | AID 590 | Compound autofluorescence, 340/450 nm, Alexa 350 dye-equivalents; active compounds read high | 59,000 tested, 11% active | max dye-equivalent concentration, M; in the data active = max dye-equivalent concentration above about 10 nM; inconclusive = mostly about 1.1 nM to 9.6 nM
BRCT PPI red: inhibitors of human BRCA1 BRCT-phosphoprotein interaction (red fluorophore); BRCT-phosphopeptide binding, red fluorescence polarization; Potency, µM (series often up to 76.9 µM), inactives show at the top dose activity change, negative = inhibition, actives largely listed as inhibitors; 75,000 tested, 0.03% active; AID 892; also: % is scaled to controls: 0 for no effect and ±100 for the full control effect
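Rhodamine-labelled pBACH1 10-mer (100 nM) bound to BRCT domain (100 nM) at pH 7.3; compounds incubated 12 min room temperature, polarization read. Free peptide defines full inhibition; unlabelled decapeptide titrated as control.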
Tau filament bind: binders of human tau filaments | P10636 | 71,000 tested, 2% active | recombinant tau filaments, thioflavin S fluorescence, 15 h; filaments grown with octadecylsulfate alongside compound | Potency, µM (series often up to 57.1 µM), inactives show at the top dose activity change, negative = inhibition;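 also: potency is read from the fitted curve at half-maximal effect; % is scaled to controls: 0 for no effect and ±100 for the full control effect; actives lower thioflavin S fluorescence by blocking filaments or displacing dye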
Target sequence (P10636 whole entry, looked up): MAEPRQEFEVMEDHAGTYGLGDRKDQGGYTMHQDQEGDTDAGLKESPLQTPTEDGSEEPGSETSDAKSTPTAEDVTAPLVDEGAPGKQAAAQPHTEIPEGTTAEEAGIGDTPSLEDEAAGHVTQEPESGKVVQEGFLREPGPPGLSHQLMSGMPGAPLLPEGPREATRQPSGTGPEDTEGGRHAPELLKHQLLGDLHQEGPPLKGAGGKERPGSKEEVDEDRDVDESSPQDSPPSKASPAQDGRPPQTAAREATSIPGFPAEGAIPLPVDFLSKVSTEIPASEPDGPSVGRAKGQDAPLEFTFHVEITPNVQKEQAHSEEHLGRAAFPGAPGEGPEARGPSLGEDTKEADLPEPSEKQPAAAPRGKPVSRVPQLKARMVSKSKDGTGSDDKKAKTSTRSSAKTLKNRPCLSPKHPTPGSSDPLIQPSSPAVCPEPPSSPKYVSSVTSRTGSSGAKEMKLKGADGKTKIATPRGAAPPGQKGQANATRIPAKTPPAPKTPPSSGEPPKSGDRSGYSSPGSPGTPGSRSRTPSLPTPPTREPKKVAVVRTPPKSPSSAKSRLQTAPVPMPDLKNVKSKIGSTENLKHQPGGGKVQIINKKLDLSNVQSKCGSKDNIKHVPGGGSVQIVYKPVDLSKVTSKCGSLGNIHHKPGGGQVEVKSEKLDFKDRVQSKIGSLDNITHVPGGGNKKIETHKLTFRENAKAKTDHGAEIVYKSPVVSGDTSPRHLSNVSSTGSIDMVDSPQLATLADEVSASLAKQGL
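Recombinant tau protein (human, 1 uM final) plus 30 uM ODS in HEPES pH 7.4 with NaCl, DTT and thioflavine S. Compound present from the start; fluorescence at 510 nm after 15 h, 37 C.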
HEK293 cAMP cs: raises cAMP in parental HEK293 cells, TSHR agonist counter-screen | parental HEK293 CNG cAMP sensor, membrane potential fluorescence | 73,000 tested, 2.5% active | Potency, µM (series often up to 57.1 µM), for the others: top-dose activation, usual class: activators; also: potency is read from the fitted curve at half-maximal effect; % of control where 0% means no effect; nearly all actives have a fitted effect of over 55% in size
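Counterscreen for endogenous-receptor signalling: CNG-channel HEK 293 cells report cAMP rise by membrane depolarization. After 60 min dye equilibration with 100 uM RO 20-1724, compounds incubated 30 min before bottom-read fluorescence at 590 nm.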
Caspase-1 inhib: caspase-1 (human) inhibition, allosteric or competitive; Potency, µM (top dose mostly 57.5 µM), without a hit: top-dose activity change, negative = inhibition, actives largely listed as inhibitors; 75,000 tested, 0.03% active; Caspase-1 enzyme, Ac-WEHD-AFC fluorogenic rate; P29466; AID 900;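 also: potency is read from the fitted curve at half-maximal effect; plate controls were vehicle for no effect and no substrate for full effect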
Target sequence (P29466 120-297 limits assumed): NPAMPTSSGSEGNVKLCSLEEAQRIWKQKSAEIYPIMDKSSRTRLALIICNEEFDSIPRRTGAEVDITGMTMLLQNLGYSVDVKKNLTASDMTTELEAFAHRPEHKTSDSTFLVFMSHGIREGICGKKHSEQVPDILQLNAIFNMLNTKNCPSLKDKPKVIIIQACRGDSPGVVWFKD
Target sequence (P29466 317-404 limits assumed): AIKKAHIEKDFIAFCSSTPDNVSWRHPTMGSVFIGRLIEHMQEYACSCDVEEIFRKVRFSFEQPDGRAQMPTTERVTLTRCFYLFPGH
Luciferase inh: firefly luciferase inhibition | P08659 | Potency, µM (top dose mostly 57.1 µM), inactives show at the highest dose activity change, negative = inhibition, hits mostly inhibitors | 72,000 tested, 2.2% active | purified firefly luciferase, luminescence, 8 min; also: potency is read from the fitted curve at half-maximal effect; % is scaled to controls: 0 for no effect and ±100 for the full control effect; nearly all actives have a fitted effect of over 40% in size
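Compounds were tested as concentration series (qHTS) against purified P. pyralis luciferase with luciferin and 10 uM ATP in 50 mM imidazole pH 7.2, 50 mM KCl, 7 mM MgCl2, 0.01% Tween 20, 0.05% BSA. Luminescence was read after 8 min at ambient temperature.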
ERK AVP inh: inhibitors of vasopressin-stimulated ERK signaling pathway; HEK293-V1b, vasopressin-stimulated pERK AlphaScreen; Potency, µM (doses to about 57.5 µM), for inactives: top-dose activity, negative = inhibition, most hits filed as inhibitors; 72,000 tested, 0.99% active; AID 995; also: potency is read from the fitted curve at half-maximal effect; % is scaled to controls: 0 for no effect and ±100 for the full control effect; nearly all actives have a fitted effect of over 55% in size
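qHTS, compounds titrated on V1b-expressing HEK293 cells. Preincubation 30 min at 37C, vasopressin 25 nM for 5 min, lysis 10 min, bead incubation 5 hr at room temperature.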
USP2a inhib: blocks human ubiquitin-specific protease USP2a; O75604; USP2a enzymatic assay, qHTS inhibition; Potency, µM (doses to about 38.3 µM), for the others: at the top dose activity change, negative = inhibition, usual class: inhibitors; 60,000 tested, 0.1% active;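 also: potency is read from the fitted curve at half-maximal effect; nearly all actives have a fitted effect of over 60% in size; plate controls were DMSO for no effect and NEM full inhibition control for full effect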
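USP2 core (20nM final) preincubated 30 min RT with compound, then Ub-PLA2 20nM and NBD C6-HPC 20uM final added; buffer 20mM Tris-HCl pH 8.0, 2mM CaCl2. Fluorescence Ex 460/Em 535 read at 0 and 2.5 h; normalized to NEM.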
CRE-bla Fsk: alters forskolin-stimulated CRE reporter signaling in CHO cells. Potency, µM (titrated, usually from 38.2 µM), for inactives: at the top dose activity change, negative = inhibition, actives largely listed as activators. CHO CRE-bla reporter (cAMP response element driving beta-lactamase), forskolin EC10, beta-lactamase ratio. 71,000 tested, 2.5% active; active = well fitted activation curve with a large enough effect in the signal ratio, with a control signal flat, not every such curve was filed as active; inconclusive = small, poorly fitted or top-dose-only effect, or effect the other way, or a change in a side signal; the % refers to the signal ratio; also: potency is read from the fitted curve at half-maximal effect; % of control where 0% means no effect
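AC50 values, positive or negative, reflect shifts in EC10 NKH 477-induced CRE-bla reporter activity in CHO cells. Incubation lasted 3 h at 37 °C before CCF4 substrate (2 h, room temperature) and ratiometric 460/530 nm reading.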
BRCT PPI green: inhibitors of human BRCA1 BRCT-phosphoprotein interaction (green fluorophore) | BRCA1 BRCT-phosphopeptide binding, green fluorescence polarization | Potency, µM (top dose mostly 76.9 µM), for the others: at the highest dose activity change, negative = inhibition, usual class: inhibitors | 75,000 tested, 0.05% active | AID 875;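 also: potency is read from the fitted curve at half-maximal effect; plate controls were peptide without protein for full effect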
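Compounds were incubated for 12 min at room temperature with a complex of 100 nM fluorescein-tagged pBACH1 decapeptide and 250 nM His-tagged BRCT protein. Buffer was phosphate pH 7.3 with EDTA, DTT and Tween 20. Disruption of binding lowers the polarization signal.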
Caspase-7 inhib: allosteric or competitive inhibitors of human caspase-7; P55210; recombinant caspase-7, Ac-DEVD-AFC fluorescence rate; Potency, µM (highest dose often 57.5 µM), for the others: top-dose activity change, negative = inhibition, most hits filed as inhibitors; 75,000 tested, 0.02% active; AID 889; active = well fitted inhibition curve with a large enough effect in the main read-out, with a control signal flat, not every such curve was filed as active; inconclusive = small, poorly fitted or top-dose-only effect, or a change in a side signal; also: potency is read from the fitted curve at half-maximal effect; % of control where 0% means no effect
* = called active by the depositor; i = inactive; ? = inconclusive; . = not tested or not shown; [ ] = another dose, or the depositor's remark. Unless noted, calls follow the shape of the dose curve; as a rule, active = well fitted curve in the direction sought with a large enough effect; inconclusive = small, poorly fitted or top-dose-only effect, or another doubt; inactive = no such curve, though single readings can be large; an effect the other way counts as inactive or inconclusive. No enrichment for hits. Share with any hit: about 16%.

SMILES	A350 autofl	BRCT PPI red	Tau filament bind	HEK293 cAMP cs	Caspase-1 inhib	Luciferase inh	ERK AVP inh	USP2a inhib	CRE-bla Fsk	BRCT PPI green	Caspase-7 inhib
CCN(CCCNC(=O)CNC(=O)Cn1cnc2ccccc2c1=O)c1ccccc1	i	0.5%	1.1%	-4.5%	0.6%	3.8%	-5.3%	5.5%	3.3%	-0.2%	0.6%
CS(=O)(=O)N1CCC(C(=O)Nc2ccc(Cl)c(C(F)(F)F)c2)CC1	i	-0.6%	1.0%	-8.8%	-0.8%	1.0%	-9.7%	10.7%	?	-0.1%	0.7%
O=C(CCN1CCN(c2ccc(Cl)cc2)CC1)Nc1ccccc1F	i	-2.2%	-3.5%	25.1µM*	-3.9%	3.1%	-15.5%	-6.3%	-5.0%	-3.4%	-2.9%
CCn1cc(C(=O)OCC(=O)OC2CC(C)CCC2C(C)C)c(=O)c2ccc(C)nc21 (stereo unspecified)	i	0.0%	94.0%	?	-2.7%	-1.9%	25.1µM*	-11.5%	?	-2.3%	-1.8%
Cc1ccc(NS(=O)(=O)c2cccc(C(=O)O)c2)c(C)c1	i	0.6%	-0.2%	3.7%	1.2%	-35.5%	-3.0%	-2.9%	-4.6%	-1.9%	7.9%
CC(=O)c1ccc(N2CCN(C(=O)c3cc(C)on3)CC2)cc1	?	-1.7%	-6.1%	-1.2%	0.1%	1.7%	-7.2%	1.6%	-3.8%	-1.0%	0.3%
Cc1cc(N2CCN(c3ccccc3)CC2)n2c(n1)nc1ccccc12	3.06e-08M*	1.1%	10.4%	25.1µM*	-6.6%	-0.6%	-5.6%	.	21.9%	2.9%	-6.2%
COC(=O)[C@@]1(Cc2ccc(OC)cc2)[C@H]2c3cc(C(=O)N4CCCC4)n(Cc4ccc(OC)c(OC)c4)c3C[C@H]2CN1C(=O)c1ccccc1	.	-0.4%	18.4%	5.01µM*	-5.5%	.	4.7%	.	?	-0.3%	-4.0%
CCOC(=O)Cc1cn2c(=O)cc(CSCC(=O)Nc3ccc(C)c(C)c3)nc2s1	?	0.1%	-12.1%	3.8%	0.0%	-6.8%	11.9%	18.0%	-1.8%	1.2%	-14.3%
Cc1cccc(-n2nnc(C(=O)NCc3ccc4c(c3)OCO4)c2N)c1	i	0.4%	-2.4%	17.6%	-1.0%	-1.6%	18.5%	14.2%	?	-2.2%	-0.9%
COc1ccccc1NC(=O)C(O)C(O)C(=O)Nc1ccccc1OC (stereo unspecified)	i	0.1%	-0.4%	19.9%	-0.2%	-1.7%	-7.9%	-2.7%	-12.2%	0.0%	0.3%
O=C(CSc1ccc(-c2ccc(F)cc2)nn1)N1CCCCC1	i	0.3%	0.2%	-11.6%	1.9%	-4.2%	-18.9%	9.9%	?	0.7%	0.1%
Cc1cc(NC(=O)Cn2nc(C(F)(F)F)c3c2CCCC3)no1	i	0.9%	62.9%	-0.7%	-1.1%	1.3%	-8.6%	-5.7%	-5.0%	-1.8%	2.0%
Cc1cc2ccccc2c(=O)n1CC(=O)NCC(=O)N1CCN(c2ccccc2F)CC1	i	-0.5%	1.4%	8.0%	1.8%	0.0%	14.5%	-2.6%	-8.0%	-2.6%	-0.6%
c1ccc(-c2noc(-c3ccc4ccccc4c3)n2)cc1	i	-0.3%	5.3%	18.3%	0.3%	1.26µM*	4.7%	-3.4%	-6.9%	0.3%	1.5%
O=C(CCNS(=O)(=O)c1cccs1)NCc1ccco1	i	1.7%	15.8%	5.9%	0.7%	2.1%	-1.9%	10.6%	5.6%	-1.6%	-3.8%
O=C(NCCc1ccccc1)C1CCN(S(=O)(=O)c2cccnc2)CC1	.	-0.5%	-6.5%	1.7%	-2.9%	-0.1%	11.6%	.	-3.3%	-1.2%	-2.1%
C/C(=N/NS(=O)(=O)c1ccc(C)cc1)P(=O)(O)O	i	-2.6%[15.4 µM]	10.1%[11.4 µM]	6.3%[11.4 µM]	0.2%[11.5 µM]	2.8%[11.4 µM]	7.8%[11.5 µM]	.	-3.6%[7.6 µM]	-0.3%[15.4 µM]	-0.1%[11.5 µM]
Cc1c(C(=O)N2CCCC2)oc2c1-c1[nH]ncc1CC2	.	0.7%	17.0%	1.3%	-0.7%	-4.9%	?	.	?	-0.7%	-1.4%
CCCc1ncc(C(O)c2ccc(OC)cc2)n1C (stereo unspecified)	.	0.5%	-3.4%	20.3%	0.8%	3.4%	16.9%	-4.8%	-1.2%	-0.9%	-1.1%
COCC(=O)NC1CCN(C(=O)NCc2ccccc2)CC1	i	-1.4%	3.7%	0.8%	-1.2%	0.3%	-2.1%	2.2%	-3.7%	1.1%	0.9%
CCC(=O)N1CCc2cc(S(=O)(=O)NCCC(=O)Nc3ccccc3C)ccc21	i	-0.1%	-16.7%	-7.4%	-0.6%	-1.8%	3.8%	8.3%	-10.5%	-0.4%	4.4%
COC(=O)[C@@]1(Cc2ccc(OC)cc2)[C@H]2c3cc(C(=O)N4CCCC4)n(CCc4c[nH]c5ccc(O)cc45)c3C[C@H]2CN1C(=O)c1ccccc1	.	1.5%	-9.6%	4.7%	-3.4%	.	9.4%	.	-16.6%	0.9%	-5.2%
CC(C)(C#CCN1CCCC1)OCCC#N	.	1.1%	-7.6%	17.6%	-0.6%	2.1%	11.8%	-3.0%	-2.6%	-4.0%	-0.1%
COc1ccccc1-c1ccc2ncnc(NCc3ccccc3)c2c1	i	1.0%	61.7%	?	-6.1%	0.4%[2.29 µM]	15.8µM*	148.5%[activator]	-19.2%	-0.6%	-5.0%
O=C(O)C(Cc1cccs1)C(=O)O	i	0.4%[15.4 µM]	6.6%[11.4 µM]	-3.0%[11.4 µM]	2.1%[11.5 µM]	0.9%[11.4 µM]	1.8%[11.5 µM]	.	15.2%[7.6 µM]	-1.1%[15.4 µM]	0.2%[11.5 µM]
CC(=O)Nc1ccc(NC(=O)C(C)Oc2ccccc2F)cc1 (stereo unspecified)	i	1.0%	1.1%	2.4%	-4.0%	-7.2%	0.4%	-6.1%	-1.1%	-0.6%	0.2%
O=C(O)c1ccc2c(c1)NC(=O)C(N1CCCC1)S2 (stereo unspecified)	?	-0.9%	23.5%	4.0%	-3.4%	0.6%	-14.1%	-7.7%	-0.9%	-7.0%	-1.1%
CC(=O)Nc1ccc(S(=O)(=O)NCC2CCC(C(=O)NCCCN3CCCC3=O)CC2)cc1 (stereo unspecified)	i	-2.5%	3.7%	9.4%	1.9%	0.3%	-3.8%	-1.1%	3.5%	0.7%	-1.4%
O=C(NCCc1ccncc1)Nc1ccc(Cl)cc1	i	0.3%	-8.7%	6.9%	0.6%	-2.9%	-18.6%	2.7%	-4.4%	-1.5%	-1.0%
Cn1c(=O)c2c(ncn2CC(=O)NC(C)(C)C)n(C)c1=O	i	-0.5%	-7.5%	8.4%	3.0%	1.0%	12.0%	-0.9%	-10.0%	-1.1%	0.7%
CCOc1ccc2[nH]c(=O)c(CN(CCc3ccccc3)C(=O)c3cnccn3)cc2c1	1.62e-08M*	0.9%	13.0%	10.2%	-2.3%	-2.3%	-4.4%	30.1%[activator]	1.1%	0.1%	1.0%
Cn1cc(C2=C(c3cn(CCCSC(=N)N)c4ccccc34)C(=O)NC2=O)c2ccccc21	.	2.4%	.	-44.2%[inhibitor]	-0.8%	.	2µM*	.	.	4.9%	-2.2%
Cc1cc2c(cc1Cl)N(C(=O)Nc1ccnc3ccccc13)CC2	?	-1.1%	3.0%	12.5%	-0.9%	-5.9%	-5.3%	10.7%	9.1%	-2.4%	1.1%
COc1nc(NCCc2ccc(OC)c(OC)c2)nc(NC(C)(C)CO)n1	i	1.2%	-12.0%	-5.8%	0.4%	-1.1%	-27.5%	0.5%	?	-0.8%	0.2%
Cn1c(NC(=O)c2ccc(Br)o2)cc(=O)n(C)c1=O	?	1.3%	1.4%	13.3%	-4.9%	1.4%	6.2%	0.7%	-5.7%	-4.0%	-4.6%
O=C1OC(Nc2nc3ccccc3s2)c2ccccc21 (stereo unspecified)	i	0.0%	0.6%	4.3%	-2.3%	-3.5%	-6.6%	-0.7%	-5.8%	-0.6%	0.1%
COc1ccc(N2CCN(CC(=O)Nc3nc4c(s3)CC(C)CC4)CC2)cc1 (stereo unspecified)	i	-2.5%	?	2.2%	-1.7%	-2.9%	?	11.0%	?	-1.8%	-2.9%
CS(=O)(=O)NCCSCc1ccco1	.	-1.1%	-1.4%[11.4 µM]	-4.7%[11.4 µM]	-1.0%	2.3%	-22.3%	2.8%[7.66 µM]	?	-0.8%	-2.0%
COCCOC(=O)C1=C(C)Nc2ncnn2C1c1ccccc1 (stereo unspecified)	?	0.0%	-2.6%	3.6%	-2.2%	5.3%	-12.4%	3.8%	14.8%	0.2%	0.0%
